Compound activity (PubChem BioAssay)
PPARg SRC1 recr: PPARgamma agonists recruiting SRC-1 coactivator, primary screen, biochemical; Peroxisome proliferator-activated receptor gamma (Homo sapiens), P37231; PPARgamma-SRC-1 coactivator recruitment biochemical assay; activation, % at 8 µM; actives 0.41% (n = 200,000); in the data active = activation above about 19%;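 also: 0% = DMSO and 100% = reference agonist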
Target sequence (P37231 whole entry, looked up): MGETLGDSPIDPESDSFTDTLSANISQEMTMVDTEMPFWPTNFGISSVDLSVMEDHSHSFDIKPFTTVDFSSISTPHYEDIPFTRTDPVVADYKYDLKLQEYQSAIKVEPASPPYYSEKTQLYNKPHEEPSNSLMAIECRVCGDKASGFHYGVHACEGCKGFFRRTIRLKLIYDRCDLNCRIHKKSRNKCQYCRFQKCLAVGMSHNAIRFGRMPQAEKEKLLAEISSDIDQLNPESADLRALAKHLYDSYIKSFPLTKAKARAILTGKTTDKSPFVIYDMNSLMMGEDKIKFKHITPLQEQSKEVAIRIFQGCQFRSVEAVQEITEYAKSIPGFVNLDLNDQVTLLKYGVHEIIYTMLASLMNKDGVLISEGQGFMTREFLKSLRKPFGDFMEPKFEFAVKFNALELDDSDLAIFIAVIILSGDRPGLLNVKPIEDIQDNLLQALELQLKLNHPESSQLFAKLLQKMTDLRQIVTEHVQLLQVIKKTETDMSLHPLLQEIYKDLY
ROMK mod: ROMK potassium channel modulators, primary screen, cell-based, thallium flux, MLSMR library; ATP-sensitive inward rectifier potassium channel 1 (Homo sapiens), P48048; Tet-inducible ROMK, thallium flux fluorescence; actives lie on both sides; B-score at 10 µM; actives 2% (n = 130,000); AID 1918, 2009;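 active = signal ratio slope over the read window, or its plate-corrected B-score, at least 3 SD from the plate mean, either direction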;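 also: B-score of the F/F0 ratio slope over 7 to 12 s after thallium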
Target sequence (P48048 whole entry, looked up): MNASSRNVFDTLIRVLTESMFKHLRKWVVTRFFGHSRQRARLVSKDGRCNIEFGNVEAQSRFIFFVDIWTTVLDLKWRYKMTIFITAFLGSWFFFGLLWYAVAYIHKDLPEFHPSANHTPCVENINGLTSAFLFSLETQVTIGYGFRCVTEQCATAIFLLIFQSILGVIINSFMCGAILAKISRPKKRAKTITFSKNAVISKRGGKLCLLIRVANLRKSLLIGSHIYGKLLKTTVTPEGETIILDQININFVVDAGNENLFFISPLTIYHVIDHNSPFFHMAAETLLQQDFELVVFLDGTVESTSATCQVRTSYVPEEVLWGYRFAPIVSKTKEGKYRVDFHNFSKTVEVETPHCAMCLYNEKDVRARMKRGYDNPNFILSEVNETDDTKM
PPARg SRC-3 ag: PPARgamma agonists recruiting SRC-3 coactivator, primary screen, biochemical | Peroxisome proliferator-activated receptor gamma (Homo sapiens), P37231 | biochemical PPARgamma/SRC-3 coactivator recruitment assay | activation, % at 8 µM | actives 0.26% (n = 200,000) | AID 731, 2007; in the data active = activation above about 23%;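 also: 0% = DMSO and 100% = reference agonist; some compounds past the cut are filed as inactive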
RAM network inh: inhibitors of the yeast RAM network, primary screen, dse1pr::URA3 reporter, 5-FOA selection. S. cerevisiae dse1pr::URA3 reporter, 5-FOA growth OD615, 2 d; analog-sensitive cbk1-as2 kinase mutant strain. inhibition, % at 50 µM. actives 1.8% (n = 190,000);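 active = inhibition above a set limit, 3 SD over mean compound inhibition, cut at about 8.4% in these data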;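 also: 0% = DMSO-only wells with no growth and 100% = 10 µM 1-NA-PP1 full growth; inhibition rescues growth on 5-FOA so higher OD means more RAM inhibition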
DTT redox prof: compounds producing H2O2 with reducing agent – biochemical, NIH compound library profiling, artefact control for MLSCN library redox annotation, primary screen | actives 0.03% (n = 200,000) | AID 878, 2007 | activation, % at 10 µM | DTT-dependent redox cycling H2O2, phenol red/HRP absorbance; 100% = 100 µM peroxide control, 0% = buffer;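 active = activation of at least 50% relative to the plate's high and low controls in the primary single-dose screen; inactive = activation below 50%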;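 also: compound incubated with DTT at 0.8 mM final as the reducing agent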
bIAP inhibitor: bovine intestinal alkaline phosphatase inhibitors, primary screen, selectivity assay for TNAP inhibitor project, biochemical, bovine IAP, CDP-star luminescence. AID 1019, 2008. 190,000 tested, under 10 active. purified bovine IAP, 30 min. inhibition, % at 20 µM;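 active = over 50% inhibition of intestinal alkaline phosphatase at 20 µM in the single-dose screen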
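Assay system: bovine IAP enzyme; medium: DEA buffer 100 mM, pH 9.8, with MgCl2 1.0 mM, ZnCl2 0.02 mM; doses: 20 µM single dose; incubation: enzyme reaction for 30 min at room temperature; detection: CDP-star luminescence signal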
S1P3 antag: S1P3 receptor antagonists, primary screen, cell-based. inhibition, % at 4.98 µM. AID 485, 2006. actives 0.27% (n = 170,000). Sphingosine 1-phosphate receptor 3 (Homo sapiens), Q99500. CHO S1P3 NFAT-BLA reporter, FRET fluorescence, antagonist mode;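 active = inhibition above the plate cutoff, the mean inhibition of test wells on that plate plus 3 SD, cut at about 28% in these data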;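 also: cells challenged with S1P at its EC80 of 0.8 µM; blue over green emission ratio from cleaved BLA substrate after 4 h stimulation; 0% = S1P-stimulated wells and 100% = unstimulated DMSO-only wells; some compounds past the cut are filed as inactive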
Lmaj promast: Leishmania major promastigote growth inhibition, primary screen; actives 9% (n = 200,000); Leishmania major promastigotes, resazurin fluorescence viability; inhibition, % at 10 µM; AID 1063, 2008; in the data active = inhibition above about 50%;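 also: promastigotes grown with compound for 44 hours at 28 °C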
HMGR II inh: inhibitors of E. faecalis class II HMGR, primary screen, biochemical, Enterococcus faecalis. purified E. faecalis HMGR, NADPH absorbance 340 nm kinetic. inhibition, % at 10 µM. actives 0.41% (n = 190,000). AID 1066, 2008;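 active = inhibition above a set limit, the median over all tested compounds plus 3 SD, cut at about 9.5% in these data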;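 also: enzyme runs in reverse so mevalonate oxidation gives rising NADPH absorbance; 0% = complete reaction with DMSO and 100% = background rate lacking mevalonate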
TR-FRET SRC-2 ct: TR-FRET signal artefacts, primary screen, artefact control for PPARgamma SRC-2 agonist project, biochemical | TR-FRET artefact counter-screen; hits give high values | TR-FRET ratio at 8 µM | actives 0.4% (n = 200,000) | AID 1049, 2008; in the data active = TR-FRET ratio above about 2000; also: inactives centre near 1500
PPARg SRC2 recr: agonists of PPARg-SRC-2 recruitment, primary screen, biochemical, HTS | Peroxisome proliferator-activated receptor gamma (Homo sapiens), P37231 | PPARgamma LBD-SRC-2 recruitment | activation, % at 8 µM | actives 0.34% (n = 200,000) | AID 1032, 2008; in the data active = activation above about 22%;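 also: 0% = vehicle and 100% = reference agonist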
* = called active by the depositor; . = not tested or not shown; & = joins results of further samples.

SMILES	PPARg SRC1 recr	ROMK mod	PPARg SRC-3 ag	RAM network inh	DTT redox prof	bIAP inhibitor	S1P3 antag	Lmaj promast	HMGR II inh	TR-FRET SRC-2 ct	PPARg SRC2 recr
COc1ccccc1NS(=O)(=O)c1cc(NC(=O)C2CCCC2)ccc1N1CCOCC1	5	-1.6	1	5.3	-2.5	5	10	23	-2	1800	14
Nc1nonc1-c1nc2ccccc2n1Cc1ccc(Cl)cc1	2	.	-2	4.1	-2.1	7	36	-11	-2	1640	2
CCN1CCN(CC(=O)N2N=C(c3cccs3)CC2c2ccc(C)cc2)C(=O)C1=O (centres undefined)	-3	.	-2	0.8	0.1	1	-11	-6	-1	1525	6
O=C(Nc1cnccn1)Nc1ccc(Cl)cc1Cl	8	0.11	8	2.0	-0.1	14	-2	0	-2	1762	4
Cc1ccc(NC(=O)COC(=O)c2ccc3c(c2)NC(=O)C2CCCN32)cc1 (centres undefined)	1	-0.38	3	2.8	0.0	3	-26	-1	-3	1490	2
CCOC(=O)C1CCN(Cc2coc3ccc(Cl)cc3c2=O)CC1	-1	.	-4	1.1	2.3	-2	13	11	-14	1423	0
Cc1ccc(NC2c3ncccc3C(=O)N2Cc2cccs2)cc1 (centres undefined)	2	-0.042	5	-0.8	-1.0	-2	-21	3	4	1840	4
CCc1c(C)nc(N)n2c(SCC(=O)N3CCCc4ccccc43)nnc12	6	-2	-3	2.0	-5.7	2	-17	0	2	1704	9
O=C(CSc1nc(-c2ccccc2)ns1)N1CCOCC1	-8	0.11	0	4.8	-0.3	7	-3	4	-2	1492	-4
CCN(CC)c1ccc2cc(C(N)=O)c(=O)oc2c1	-5	.	2	7.9	2.9	-2	.	19	-2	1464	3
Cc1nn(S(=O)(=O)c2ccc(Cl)cc2)c(C)c1Sc1ccc([N+](=O)[O-])cc1	2	-1.2	0	1.0	0.6	8	1	82*	0	1353	0
CC(C)C(c1nnnn1Cc1ccccc1)N1CCN(Cc2ccc3c(c2)OCO3)CC1 (centres undefined)	-1	.	-12	1.3	-1.3	-11	-10	89*	-11	1586	-1
Cc1nn(-c2ccccc2)c(/N=C/c2ccccc2O)c1-c1ccccc1	2	-0.29	-1	0.7	-0.2	23	2	-9	-7	1539	0
O=C(c1cc(F)ccc1F)C1CCCN(C(=O)CCN2CCCCO2)C1 (centres undefined)	3	0.65	1	-0.7	-0.4	-4	-4	2	-1	1533	6
COc1ccc(C2=CC(=O)OC3(CCCC3)O2)cc1	2	0.045	7	-1.5	-0.3	11	.	-2	-3	1637	4
Cn1c2c(c(=O)n(C)c1=O)C1c3ccccc3OCC1C(C)(C)O2 (centres undefined)	12	.	5	1.4	-0.8	10	-6	-5	-4	1604	1
O=C(CCN1CCOCC1)c1ccc(Cl)cc1	2	.	6	-0.2	-0.9	2	-19	72*	4	1579	0
Cc1ccc(-n2c(C)cc(C(=O)COC(=O)c3ccc[nH]c3=O)c2C)cc1	6	0.93	9	-0.3	-0.3	9	9	70*	2	1618	5
O=C(Nn1cnnc1)c1cccc(S(=O)(=O)N2CCOCC2)c1	1	0.71	2	2.4	0.0	0	-11	-5	-2	1578	-2
OC(CNCc1ccc(Cl)c(Cl)c1)c1ccccc1 (centres undefined)	4	-2.6	7	-0.6	-2.0	7	-1	-2	-6	1750	5
CC1(C(=O)OCC(=O)N2c3ccccc3Sc3ccccc32)CC1(Cl)Cl (centres undefined)	-11	.	-4	2.0	1.5	25	7	8	0	1554	-10
O=C(CC(=O)NC1CCCCC1)N/N=C/c1ccc(Cl)cc1	0	-0.51	0	4.4	2.6	-2	.	-5	-4	1391	-1
COc1ccc(C(CC(=O)c2ccccc2)S(=O)(=O)c2ccccc2)cc1 (centres undefined)	-7	.	-6	5.2	0.5	4	-15	19	4	1432	-5
Cc1ccc2c(c1)c1ncnc(N3CCN(c4ccccc4)CC3)c1n2C	-3	0.72	-6	0.9	1.8	31	-18	8	0	1428	-3
Cc1c(C(=O)OC(C)C)sc(NC(=O)c2cccnc2)c1C#N	2	.	-4	1.1	-3.9	4	.	-3	-1	1491	3
CCCc1[nH]nc2c1C(C1CCCCC1)C(C#N)=C(N)O2 (centres undefined)	8	.	-3	2.1	-1.9	12	-3	93*	-5	1466	-10
CC(C)C(c1nnnn1C1CCCCC1)N1CCOCC1 (centres undefined)	6	.	-7	1.1	-0.3	4	-6	-3	-1	1552	3
Cc1noc(C)c1C(=O)Nc1nnc(-c2ccccc2)s1	7	1.5	5	3.1	1.0	9	-6	4	-6	1565	4
O=C(c1ccc(S(=O)(=O)N2CCOCC2)cc1)N1CCN(c2ccccc2F)CC1	1	.	4	2.5	-5.9	1	-42	-5	1	1438	4
CCN(CC)S(=O)(=O)c1ccc(C(=O)NCCN(C)C)cc1	1	0.17	-1	-1.5	-1.5	5	-24	-3	2	1622	1
Cn1c(Cc2csc(N)n2)nnc1SCC(=O)NC1CCCCC1	6	.	-1	0.5	0.8	-8	-24	-4	1	1473	0
CCOC(=O)c1ccc(NC(=O)COc2ccc(CNCCO)cc2OCC)cc1	0	-1.4	4	0.3	-0.3	-7	-7	32	-1	1381	4
CCCONC(=O)Nc1ccccc1[N+](=O)[O-]	1	.	-1	-1.4	0.3	11	-5	-2	-4	1384	7
Cc1cc2c(N=NC(=O)C3CC3c3ccccc3)c(O)[nH]c2cc1Br (centres undefined)	-3	-0.027	-3	1.8	0.1	12	-3	-12	-5	1583	-9
O=C(CS(=O)(=O)c1cn(Cc2ccc(F)cc2)c2ccccc12)N1CCCCC1	-5	0.016	4	7.4	0.6	-43	.	1	-2	1512	-4
COc1cc(/C=N/NC(=O)c2ccc3ccccc3c2)ccc1Oc1ccc([N+](=O)[O-])cn1	-2	0.21	-1	0.8	-0.3	18	1	0	-1	1659	4
CC1SCCN1S(=O)(=O)c1ccc2ccccc2c1 (centres undefined)	-4	-1.1	-3	0.6	-0.4	6	.	2	-5	1732	14
Cc1cc(C)c(NC(=O)c2cc(C(=O)O)ccc2C(=O)O)c([N+](=O)[O-])c1	6	0.026	1	0.6	-1.2	-3	-13	-2	-3	1509	5
Brc1ccc2c(c1)C(c1cccnc1)=NNC(c1cccs1)=N2	5	.	0	0.5	-0.3	0	3	33	-5	1543	-6
O=C(CCc1ccccc1)NNC(=O)c1ccc(F)cc1	15	1.5	4	0.2	-0.1	-11	-5	-7	1	1915	-4
O=C(Nc1nc(-c2cccs2)cs1)c1cc2ccccc2oc1=O	-3	1.6*	13	1.6	-5.3	8	.	-4	1	1336	1
COc1cccc(N(CC(=O)NCCSc2ccccc2)S(C)(=O)=O)c1	0	.	6	0.5	-0.4	3	12	-1	1	1713	1
CCCCOc1ccc(C(=O)NCC(=O)OC2CCOC2=O)cc1 (centres undefined)	2	-0.62	-1	1.2	-1.6	10	.	-4	6	1570	-2
CCOC(=O)c1c(CN2CCOCC2)n(C)c2cc(Br)c(O)c(CN(C)C)c12	14&12	.	16&6	1.5&-0.1	1.1&-2.1	-6&-3	-54	3&-1	-7&-5	1469&1719	11&4
Fc1ccccc1C1c2[nH]c3ccccc3c2CCN1Cc1ccoc1 (centres undefined)	4	0.56	3	0.8	1.2	6	-6	7	-2	1429	4
Cc1noc(C)c1S(=O)(=O)N1CCC(Cc2ccccc2)CC1	-3	.	-2	6.5	-0.8	4	-3	10	4	1616	7
COc1ccc2c(C)c(C(=O)NCC(C)O)oc2c1OC (centres undefined)	8	0.79	9	2.0	-0.3	3	.	16	-1	1549	6
O=C(OCCN1CCN(c2ncc(C(F)(F)F)cc2Cl)CC1)c1ccc(F)cc1	1	.	-7	1.9	1.8	3	.	-5	-1	1460	-7
O=C(CC(NCCc1ccccc1)C(=O)O)Nc1ccc(O)cc1 (centres undefined)	-3	-0.0013	1	0.5	-0.9	6	.	-6	-2	1530	4
COc1ccc(/C=N\NC(=O)CCN2CCN(c3ccccc3)CC2)cc1OC	10	.	-4	0.5	-3.4	9	.	16	5	1515	-2
(further entries)
SMILES	PPARg SRC1 recr	ROMK mod	PPARg SRC-3 ag	RAM network inh	DTT redox prof	bIAP inhibitor	S1P3 antag	Lmaj promast	HMGR II inh	TR-FRET SRC-2 ct	PPARg SRC2 recr
C=CCn1c(SCC(=O)NC2CCS(=O)(=O)C2)nnc1-c1ccncc1 (centres undefined)	7	-0.22	2	2.4	-1.5	-5	3	-5	1	1611	8
COc1cccc(NC(=O)CN(c2cccc(OC)c2)S(C)(=O)=O)c1	4	0.1	3	2.0	-0.3	-6	-6	-2	-8	1645	-2
O=C(Nc1ccon1)c1cnc2sccn2c1=O	-2	.	-7	1.4	-1.4	4	8	-1	3	1588	6
CCCC(C(=O)NCC1CCCO1)N(Cc1ccco1)C(=O)CNS(=O)(=O)c1ccc(F)cc1 (centres undefined)	-6	.	4	1.8	0.1	1	-15	-3	-3	1572	5
CC(C)Oc1ccccc1C1Nc2ccccc2C(=O)N1c1ccc2c(c1)OCCO2 (centres undefined)	1	-0.33	-11	-0.6	-0.3	31	.	63*	0	1566	8
COc1ccc(C2C(=O)N(CCc3ccccc3)CC(=O)N2C2CCCC2)cc1 (centres undefined)	-2	-1.3	6	-0.4	0.4	0	.	-9	2	1694	4
COc1ccc(C(=O)c2ccccc2)c(OCC(=O)NC2CC2)c1	0	-0.48	-1	0.2	0.0	-4	2	-4	-6	1551	-4
O=C(Cn1c(C(=O)N2CCN(C3CCCCC3)CC2)cc2sccc21)c1ccccc1	0	.	4	0.3	0.3	5	-10	81*	-11	1486	-2
COc1cccc(Cn2c(NCc3cccnc3)nc3c2c(=O)n(C)c(=O)n3C)c1	-10	.	-9	-0.3	1.8	-2	.	4	2	1461	-8
Cc1nc2ccc([N+](=O)[O-])cc2[nH]1	-7	-0.026	-3	0.9	-0.6	7	-17	2	0	1470	-5

2 compounds drawn at random from those above, as already listed:
SMILES	PPARg SRC1 recr	ROMK mod	PPARg SRC-3 ag	RAM network inh	DTT redox prof	bIAP inhibitor	S1P3 antag	Lmaj promast	HMGR II inh	TR-FRET SRC-2 ct	PPARg SRC2 recr
O=C(Nc1ccon1)c1cnc2sccn2c1=O	-2	.	-7	1.4	-1.4	4	8	-1	3	1588	6
O=C(Cn1c(C(=O)N2CCN(C3CCCCC3)CC2)cc2sccc21)c1ccccc1	0	.	4	0.3	0.3	5	-10	81*	-11	1486	-2
